Source: PubChem
ROC1-CUL1 inh: inhibitors of human ROC1-CUL1 ubiquitin ligase activity | in vitro K48 di-Ub FRET, acceptor:donor ratio, 45 min | inhibition, % at 10 µM | 0.6% of 140,000 active; in the data active = inhibition above about 25%
Target sequence (P62877 whole entry, looked up): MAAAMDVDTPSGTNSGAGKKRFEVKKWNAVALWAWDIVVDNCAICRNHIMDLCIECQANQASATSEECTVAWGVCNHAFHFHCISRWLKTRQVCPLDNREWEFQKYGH
Target sequence (Q13616 whole entry, looked up): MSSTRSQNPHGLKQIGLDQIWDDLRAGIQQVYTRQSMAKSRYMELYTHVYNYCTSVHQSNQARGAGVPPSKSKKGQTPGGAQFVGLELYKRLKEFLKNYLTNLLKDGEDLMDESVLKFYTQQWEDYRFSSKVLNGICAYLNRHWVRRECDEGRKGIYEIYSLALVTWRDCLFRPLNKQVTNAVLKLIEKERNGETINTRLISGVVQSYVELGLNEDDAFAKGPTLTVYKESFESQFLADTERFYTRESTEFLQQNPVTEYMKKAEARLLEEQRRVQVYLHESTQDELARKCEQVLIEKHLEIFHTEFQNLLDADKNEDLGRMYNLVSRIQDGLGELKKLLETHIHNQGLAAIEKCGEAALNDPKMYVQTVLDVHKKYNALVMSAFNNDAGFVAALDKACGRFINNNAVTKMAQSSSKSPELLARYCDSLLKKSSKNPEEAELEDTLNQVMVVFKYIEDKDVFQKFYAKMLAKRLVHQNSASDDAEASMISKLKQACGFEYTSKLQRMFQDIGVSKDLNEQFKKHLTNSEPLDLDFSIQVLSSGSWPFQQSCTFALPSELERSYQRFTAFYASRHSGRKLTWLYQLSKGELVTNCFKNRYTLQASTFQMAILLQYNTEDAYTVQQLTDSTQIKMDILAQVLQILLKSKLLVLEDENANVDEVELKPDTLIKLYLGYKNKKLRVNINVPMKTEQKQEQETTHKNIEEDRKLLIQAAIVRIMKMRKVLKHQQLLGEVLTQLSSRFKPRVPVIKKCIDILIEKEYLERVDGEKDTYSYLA
Starred values were filed as active, the others as inactive. An excerpt. The share of hits here may be higher or lower than overall.

SMILES | ROC1-CUL1 inh
CC(=O)Oc1ccc2occ(-c3ccccc3)c2c1 | 3
COC(=O)[C@@H](NC(=O)C1CCCN1c1nc(C)c2ccc(S(C)(=O)=O)cc2n1)C(C)C (stereo not given in full) | 1
COc1ccccc1C(=O)Nc1nnc(SC)s1 | 12
COc1ccc(/C=N/n2c(N(C(C)=O)C(C)=O)nc(-c3ccccc3)c2-c2ccccc2)cc1 | -2
CCN(Cc1nccn1C)C(=O)c1ccc(NCC2CCOCC2)nc1 | 13
Cc1cccc(C(=O)NCc2cn3cccc(C)c3n2)c1 | -9
CC1(C)CC(=O)C2=C(C1)NC(=O)CC2c1cc(F)cc(F)c1 (stereo not given) | -10
CCOC(=O)c1sc(NC(=O)c2c(F)cccc2F)c(C(=O)OCC)c1C | 8
O=C(CCC1CCN(C(=O)Cc2c[nH]c3ccccc23)CC1)NCc1cccnc1 | -3
N#CC1C(=N)N(c2ccc([N+](=O)[O-])cc2)C2=C(C(=O)CCC2)C1c1ccccc1 (stereo not given) | 1
Cc1ccc2c(c1)cc1c(=O)n(CC(=O)NCc3ccco3)nc(C)n12 | 5
CCOC(=O)C1(CC2CC2)CCN(Cc2ccc(NC(C)=O)cc2)CC1 | 1
CCOc1ccc(NCC(=O)N/N=C(\C)c2ccco2)cc1 | 2
Cc1cc(C(=O)C(=O)Nc2nnc(C(C)C)s2)c(C)n1-c1ccccc1 | 4
O=C(Nc1cc2c(cc1C(=O)c1ccccc1Cl)OCCO2)c1ccccc1 | -1
CCOc1ccc(CCNc2ncnc3onc(-c4ccc(Cl)cc4)c23)cc1OCC | -6
O=C(C1CCCCC1)N1CCC(C2(Cc3ccc(F)cc3)NC(=O)N(C3CCOC3)C2=O)CC1 (stereo not given) | -3
CCOC(=O)C1C(CNCc2ccccc2)=NC(=O)NC1c1ccc(C)cc1 (stereo not given) | -1
O=C(CCCc1ccccc1)Nc1cccc(O)c1 | 6
COc1ccc2cc(C(=O)N3CCCCCC3)sc(=O)c2c1OC | 3
CC(C)N(C)C(=O)C1CCCN(C2CCN(C3Cc4ccccc4C3)CC2)C1 (stereo not given) | -4
Cc1ccc(S(=O)(=O)Nc2ccc3c(c2)CCC3)cc1 | 4
O=C(COc1ccccc1)Nc1ccc(N2CCC(NCCC3=CCCCC3)CC2)cc1 | 5
O=C(NCCCN1CCCC1=O)c1cc(COc2ccc3ncccc3c2)on1 | 9
CCc1ccc(NC(=O)CN2CCCCC2C)cc1 (stereo not given) | -10
O=C(Nc1cccc(-c2cscn2)c1)C1CCN(Cc2cccs2)CC1 | 4
O=S(=O)(Cc1c(F)cccc1Cl)N1CCc2ccccc2C1 | 8
Cc1csc(NC(=O)CSc2nc3ccccc3o2)n1 | 2
Cc1ccc(-c2[nH]ncc2CNCc2cc(C)n(C)n2)cc1C | -1
CCc1ccc(NC(=O)Cn2c(=O)n(CCC(=O)NCCc3ccc(Cl)cc3)c(=O)c3ccccc32)cc1 | -1
CC1Cc2cc(S(=O)(=O)N3CCCCC3)ccc2N1S(C)(=O)=O (stereo not given) | 10
COc1ccc(OC(=O)c2ccc(Br)cc2)cc1 | 1

3 entries from above, set out differently:
> O=C(Nc1cccc(-c2cscn2)c1)C1CCN(Cc2cccs2)CC1
  ROC1-CUL1 inh: 4
> O=S(=O)(Cc1c(F)cccc1Cl)N1CCc2ccccc2C1
  ROC1-CUL1 inh: 8
> Cc1csc(NC(=O)CSc2nc3ccccc3o2)n1
  ROC1-CUL1 inh: 2

Going on with the list:
SMILES | ROC1-CUL1 inh
Cc1cccc(NC(=O)Cn2c(=O)n(CCc3ccccc3)c(=O)c3ccccc32)c1 | 17
O=[N+]([O-])c1ccccc1C=Nc1ccccc1Cl | -4
COc1ccc(/C=C/C(=O)n2nc(C)cc2C)cc1OC | 6
Cc1cccc(NC(=O)CN2C(=O)N=C(Cc3cc(C)n(C(C)C)c3C)C2=O)c1 | 8
O=C(Nc1cccc(Cl)c1)Nc1ccc(Cl)c(C(=O)O)c1 | -6
CCCCNC(=O)CCCn1c(=O)c2ccccc2n(Cc2cccc(Cl)c2)c1=O | -2
CCn1c(CNc2ccc(C)cc2)nnc1SCc1ccc(Cl)cc1 | 6
Cc1nn(C)c(I)c1Cl | 9
CCc1ccc(-c2cc(C(F)(F)F)n3nc(C(=O)NCc4ccc(Cl)cc4)cc3n2)s1 | -6
O=C(NCc1ccccn1)c1ccc2ccccc2n1 | -2
CCOC(=O)c1cccc2c1N=C(C(=O)OC)C(C(=O)c1ccc(Cl)cc1)C2=O (stereo not given) | 11
COc1ccc(C(=O)N2CCN(Cc3cc(=O)n4nc(-c5ccccc5C)sc4n3)CC2)cc1OC | -2
COc1cccc(OCc2nc(CCN)cc(=O)[nH]2)c1 | 5
S=c1nc(-c2ccccc2)[nH]c2ncccc12 | 2
COC(=O)c1ccccc1NC(=S)NC(=O)C1CC1 | -2
CCCCC1(C)OC(=O)C(=Cc2ccc3c(c2)OCO3)C(=O)O1 (stereo not given) | -5

Two records drawn at random from the list so far:
SMILES | ROC1-CUL1 inh
CCc1ccc(-c2cc(C(F)(F)F)n3nc(C(=O)NCc4ccc(Cl)cc4)cc3n2)s1 | -6
CCOC(=O)c1cccc2c1N=C(C(=O)OC)C(C(=O)c1ccc(Cl)cc1)C2=O (stereo not given) | 11

Additional structures follow:
SMILES | ROC1-CUL1 inh
O=S(=O)(NCC1CCCN(Cc2ccn[nH]2)C1)c1cccc2cccnc12 (stereo not given) | -2
C/C(=N\NC(=O)COc1cc(C)cc(C)c1)c1ccc(NC(=O)c2ccccc2C)cc1 | 12
O=C(c1ccc(Br)cc1)N1CCC(C(=O)N2CCN(Cc3ccccc3)CC2)CC1 | -5
CC1CC(=O)C2=C(C1)OC(=N)C(C#N)C2c1cccc2ccccc12 (stereo not given) | -6
CCOc1ccc(C(=O)Nc2cccc(C(C)O)c2)cc1 (stereo not given) | 7
Cc1ccc(CN(C(=O)COc2ccc(C)c(C)c2)C2CCS(=O)(=O)C2)o1 (stereo not given) | 5
CCOC(=O)N1CCN(C2CCCN(Cc3sccc3C)C2)CC1 (stereo not given) | 2
Cc1ccc2c(c1)-c1ccccc1C2C(=O)O (stereo not given) | 1
O=C(/C=C/c1cnc[nH]1)N1CCc2[nH]nc(-c3cccc(Cl)c3)c2C1 | 4
O=C(c1ccc(C2CCCN2C(=O)c2ccncc2F)s1)N1CCOCC1 (stereo not given) | -11
COC(=O)NCc1cccc(CNC(=O)OC)c1 | -6
COc1cccc(CNS(=O)(=O)c2ccc(N3CCCCS3(=O)=O)cc2)c1 | -6
Cc1ccc(-c2cc(C(F)(F)F)n3nc(C(=O)Nc4ccc(C#N)cc4)cc3n2)cc1 | 0
COC(=O)Cn1ccc2cc(S(=O)(=O)N3CCCCC3)ccc21 | 2
CC(=O)Nc1ccc(S(=O)(=O)NNC(=O)CCC(=O)Nc2cc(C)ccc2C)cc1 | -10
Cc1cccc(C)c1Oc1ncccc1CNC(=O)CCN1CCCO1 | -12
COc1ccc(C2CC(=O)c3c([nH]c(C(=O)OCc4ccccc4)c3C)C2)cc1 (stereo not given) | -6
COc1ccc(C2CC23N=C(c2ccccc2)OC3=O)cc1OC (stereo not given) | -3
CCOC(=O)C1=C(c2ccccc2)ON(C)C1c1ccccc1 (stereo not given) | 10
C=CC(Sc1ccc(C)cc1)S(=O)(=O)c1ccc(C)cc1 (stereo not given) | 0
O=c1c(Cl)c(Cl)cnn1-c1cccc(C(F)(F)F)c1 | -5
CCc1nn(Cc2cccc(F)c2)c(=O)c2cc3cc(C)ccc3n12 | 1
CC(=O)NCC1CCCN(Cc2nc(-c3ccccc3)no2)C1 (stereo not given) | 6
COc1cc(/C=C/c2nc3ccccc3c(=O)n2-c2cccc(C(=O)O)c2)ccc1O | 8
CC(C)CN1CCC(N2CCCC(C(=O)NCc3ccccn3)C2)CC1 (stereo not given) | -1
Nc1nc(CN2CCN(c3ccccc3)CC2)nc(Nc2cccc(Cl)c2)n1 | 4
COc1ccccc1CNc1nccn(-c2ccccc2)c1=O | 4
CC(C)c1ccc(OCC(=O)Nc2cccc3c2C(=O)NC3=O)cc1 | 2
COCCN1C(=O)C(C(c2ccccc2)N2CCN(C)CC2)C(=O)C=C1C (stereo not given) | -4
CC(C)C(=O)Nc1ccc(C(C)C)cc1 | 3
COc1ccccc1NC(=O)CSc1nnc(COc2ccc(Cl)cc2)o1 | 0
COCC(=O)Nc1cc(C(=O)N(C)Cc2cn(C)nc2C)c2c(c1)ncn2Cc1ccc(F)cc1 | 2

Individual results from the list:
COc1ccccc1NC(=O)CSc1nnc(COc2ccc(Cl)cc2)o1 in ROC1-CUL1 inh is listed with 0
COCCN1C(=O)C(C(c2ccccc2)N2CCN(C)CC2)C(=O)C=C1C (stereo not given) in ROC1-CUL1 inh is listed with -4
COCC(=O)Nc1cc(C(=O)N(C)Cc2cn(C)nc2C)c2c(c1)ncn2Cc1ccc(F)cc1 in ROC1-CUL1 inh is listed with 2
CC(C)C(=O)Nc1ccc(C(C)C)cc1 in ROC1-CUL1 inh is listed with 3
COc1ccccc1CNc1nccn(-c2ccccc2)c1=O in ROC1-CUL1 inh is listed with 4

Later entries
SMILES | ROC1-CUL1 inh
O=C(NCCN1Cc2ccccc2OC(c2ccsc2)C1)C1CC(=O)N(Cc2ccccn2)C1 (stereo not given) | 5
Cc1cc(=O)[nH]c(SCc2cccnc2)n1 | 14
COC(=O)c1sc(NC(=O)Cc2ccc(OC)c(OC)c2)c(C(=O)OC)c1C | 1
COc1cccc(C(=O)n2nc(-c3cccnc3)nc2NCc2ccc(F)cc2)c1 | -3
C=CCN1C(=O)/C(=C/c2ccc(OCC(=O)O)c(OC)c2)SC1=S | 13
COC(=O)c1ccc(NC(=O)C2C3C=CCCCCC32)cc1 (stereo not given) | -3
COC(=O)/C(=C\OCCOc1ccc([N+](=O)[O-])cc1)c1ccccc1 | -7
Oc1cn(-c2ccccc2)nc1C(F)(F)F | -3

Sorted by the number under ROC1-CUL1 inh (falling): some entries from above.
SMILES | ROC1-CUL1 inh
Cc1cc(=O)[nH]c(SCc2cccnc2)n1 | 14
C=CCN1C(=O)/C(=C/c2ccc(OCC(=O)O)c(OC)c2)SC1=S | 13
O=C(NCCN1Cc2ccccc2OC(c2ccsc2)C1)C1CC(=O)N(Cc2ccccn2)C1 (stereo not given) | 5
COC(=O)c1sc(NC(=O)Cc2ccc(OC)c(OC)c2)c(C(=O)OC)c1C | 1
COC(=O)c1ccc(NC(=O)C2C3C=CCCCCC32)cc1 (stereo not given) | -3
COC(=O)/C(=C\OCCOc1ccc([N+](=O)[O-])cc1)c1ccccc1 | -7

The results go on:
SMILES | ROC1-CUL1 inh
CCCSc1ncc(Cl)c(C(=O)N(Cc2ccc(N(C)C)cc2)C2CCS(=O)(=O)C2)n1 (stereo not given) | 5
O=c1cc(-c2ccccc2)nc(-c2ccccc2)[nH]1 | 2
CC(=O)Nc1ccc(CN2CCCC(CNS(=O)(=O)N(C)C)C2)cc1 (stereo not given) | 4
CCn1c(COc2cccc(C)c2)nnc1SCC(=O)Nc1cc(C)ccc1OC | 1
COc1ccc2c(c1)-c1c(ssc1=Nc1ccc(S(N)(=O)=O)cc1)C(C)(C)N2 | -8
c1cc2c3c(c1)c1c(n3CCCO2)CCCC1 | 9
Cc1ccc(NC(=O)Cn2cc(S(=O)(=O)N3CCCC3)c(S(=O)(=O)N3CCCC3)c2)c(C)c1 | 4
C=Cc1ccc(Cn2c(C)c(CNCc3ccccc3C)c(C(=O)O)c2C)cc1 | 5
Cc1nnc2sc(-c3ccccc3F)nn12 | -8
Cc1nnc(Nc2ccc(Cl)c(C(F)(F)F)c2)[nH]c1=O | 0
Ic1ccc2c(c1)OCCOCCOCCOCCO2 | -9
O=C(N/N=C/c1ccccc1[N+](=O)[O-])c1ccc2ccccc2c1 | 1
COc1ccc(Cc2nc3ccc(C(=O)NC4CCOCC4)cc3o2)cc1 | 8
OC(CN1CCN(c2ccccc2)CC1)Cn1c2ccccc2c2ccccc21 (stereo not given) | 12
NC(=O)c1ccc(C2CCCN2Cc2cccn2-c2ccccc2F)s1 (stereo not given) | 5
Cn1cc(Cl)c(C(=O)Nc2cccc(S(=O)(=O)N3CCOCC3)c2)n1 | 0
CCCc1cc(=O)[nH]c(Nc2ccc(C)c(O)c2)n1 | 0
CCNC(=O)c1ccc(OCCOC)cc1 | 4
COc1cccc(CNC(=O)C(=O)Nc2ccc3nc4n(c(=O)c3c2)CCCCC4)c1 | -9
CSc1nc(-c2ccc(C)cc2)[nH]c(=O)c1C#N | 7
CCOc1cc(S(=O)(=O)NC(C)CC)ccc1Cl (stereo not given) | 6
CCOC(=O)c1nn(-c2ccccc2)c2nnc(Cc3ccc(Cl)cc3)c(=O)n12 | -12
O=C(O)C1CCN(S(=O)(=O)c2ccc(F)cc2)CC1 | -1
CC1=NC(=O)NC(c2ccc(Br)cc2)C1C(=O)OC(C)(C)C (stereo not given) | -1
CC(C)Cn1c(CCC(=O)O)ccc1-c1ccc(Br)cc1 | 0
COc1ccc(S(=O)(=O)C(F)(F)C(F)(F)C(F)(F)F)cc1N | -1
COc1ccc(C(=O)CC(c2cccs2)S(=O)(=O)c2ccccc2)cc1 (stereo not given) | 4
CCOC(=O)c1c(NC(=O)c2ccc(S(=O)(=O)N(C)C)cc2)sc2c1CCN(C)C2 | -16
COc1ccc(Nc2nc(N)c(C(C)=O)s2)cc1 | 6
N#Cc1c(NC(=O)c2ccc([N+](=O)[O-])cc2[N+](=O)[O-])sc2c1CCCCC2 | -1
CC1CCc2oc3ccc(NS(=O)(=O)c4cccs4)cc3c2C1 (stereo not given) | 2
CN(Cc1n[nH]c2c1CCCC2)C(=O)CC1C(=O)NCCN1Cc1ccoc1 (stereo not given) | 2
CCOC(=O)c1c(NC(=O)COc2ccc(Br)cc2)sc2c1CCCC2 | -3
COc1ccc(NC(=O)c2ccco2)cc1NC(=O)C(C)Oc1ccc(Cl)cc1Cl (stereo not given) | 3
CS(=O)(=O)N(Cc1ccccc1)c1ccc(C(=O)Nc2ccc(Cl)cc2)cc1 | -5
CCOC(=O)c1ccc(NC(=O)CN(c2ccccc2Cl)S(=O)(=O)c2ccccc2)cc1 | 4
NC(=O)c1ccc(OCC2CCCO2)c(Br)c1 (stereo not given) | -16
C=CCNC(=O)C1CCCN(S(=O)(=O)CC)C1 (stereo not given) | 3
CCc1ccc(C(=O)c2cn(CC(=O)Nc3ccc4c(c3)OCO4)c3ccc(OC)cc3c2=O)cc1 | -5
